Pol eta inh: DNA polymerase eta (human) inhibition; Q9Y253; recombinant Pol eta, fluorescent DNA replication assay; Potency, µM (highest dose often 114 µM), for the others: top-dose activity change, negative = inhibition, hits mostly inhibitors; 1.2% of 390,000 active; further: potency means the concentration at half of the fitted maximal effect; on the % scale 0 is the no-effect control and ±100 the full control effect
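Pol eta (10 nM) was preincubated with compounds for 15 min at room temperature, after which fluorescent replication substrate (50 nM final) was added to start the reaction. Fluorescence was read kinetically at 0 and 10 min.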
APEX1 inh: blocks human APE1 abasic DNA cleavage; P27695; recombinant APE1, TAMRA/BHQ-2 abasic DNA cleavage fluorescence; Potency, µM (titrated, usually from 65.8 µM), for inactives: top-dose activity change, negative = inhibition, most hits filed as inhibitors; 0.35% of 350,000 active;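 further: potency means the concentration at half of the fitted maximal effect; plate controls were vehicle for no effect and reference inhibitor for full effect; nearly all actives have a fitted effect of over 55% in size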
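Step 1: APE1 (0.75 nM) with compound, 15 min RT. Step 2: add 50 nM fluorophore/quencher THF duplex. Step 3: three fluorescence reads 60 s apart (525/598 nm); read 3 minus read 1 = reaction progress.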
Pol iota inh: DNA polymerase iota (human) inhibition; Q9UNA4; Pol iota fluorescent replication assay, 10 min; Potency, µM (highest dose often 115 µM), for the others: at the highest dose activity, negative = inhibition, most hits filed as inhibitors; 1% of 390,000 active; AID 588590; further: potency means the concentration at half of the fitted maximal effect
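Pol iota at 10 nM preincubated 15 min with compounds at room temperature; reaction started with fluorescent substrate, 50 nM final. Fluorescence read kinetically at 0 and 10 min; buffer-only wells as negative control.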
Pol beta inh: inhibitors of human DNA polymerase beta | P06746 | Pol beta primer extension/strand displacement, fluorescence kinetic | Potency, µM (highest dose often 114 µM), without a hit: at the highest dose activity change, negative = inhibition, most hits filed as inhibitors | 1.3% of 340,000 active; further: potency means the concentration at half of the fitted maximal effect; on the % scale 0 is the no-effect control and ±100 the full control effect
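10 nM enzyme + cpd, 15 min RT; start with substrate 50 nM final; read 0 min and after 10 min RT. Corrected, normalized data; 4-parameter Hill curve fit.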
POLK inh: inhibitors of human DNA polymerase kappa; Q9UBT6; purified Pol kappa, fluorescent DNA synthesis assay, 10 min; Potency, µM (series often up to 107 µM), for the others: at the highest dose activity, negative = inhibition, most hits filed as inhibitors; 0.53% of 400,000 active; AID 588579; further: potency means the concentration at half of the fitted maximal effect; on the % scale 0 is the no-effect control and ±100 the full control effect
Target sequence (Q9UBT6 whole entry, looked up): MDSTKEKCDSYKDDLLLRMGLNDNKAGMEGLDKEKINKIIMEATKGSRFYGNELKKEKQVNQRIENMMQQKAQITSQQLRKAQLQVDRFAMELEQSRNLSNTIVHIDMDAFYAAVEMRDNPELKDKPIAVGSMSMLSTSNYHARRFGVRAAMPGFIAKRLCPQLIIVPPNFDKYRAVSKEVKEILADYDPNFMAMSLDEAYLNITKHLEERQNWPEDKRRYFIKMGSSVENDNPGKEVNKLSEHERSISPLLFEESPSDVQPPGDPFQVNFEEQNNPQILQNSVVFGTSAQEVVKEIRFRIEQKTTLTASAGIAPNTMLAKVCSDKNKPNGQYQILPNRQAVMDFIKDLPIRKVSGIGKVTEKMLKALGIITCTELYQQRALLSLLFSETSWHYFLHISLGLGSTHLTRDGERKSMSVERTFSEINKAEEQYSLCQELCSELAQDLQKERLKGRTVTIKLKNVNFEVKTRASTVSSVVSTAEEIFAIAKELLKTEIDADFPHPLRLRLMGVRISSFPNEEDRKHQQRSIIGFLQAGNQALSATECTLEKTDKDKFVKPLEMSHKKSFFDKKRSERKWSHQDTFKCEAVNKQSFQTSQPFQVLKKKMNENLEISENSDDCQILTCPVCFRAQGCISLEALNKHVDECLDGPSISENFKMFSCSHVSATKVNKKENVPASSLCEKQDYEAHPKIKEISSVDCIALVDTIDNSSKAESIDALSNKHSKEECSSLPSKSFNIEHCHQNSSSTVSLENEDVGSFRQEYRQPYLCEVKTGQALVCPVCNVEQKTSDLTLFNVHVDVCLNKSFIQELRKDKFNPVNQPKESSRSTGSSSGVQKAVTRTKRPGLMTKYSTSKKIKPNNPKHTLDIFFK
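Fluorescent qHTS in 1536-well format: enzyme (10 nM) and compound sat 15 min at room temperature before 50 nM substrate (final) was added. Signal taken at 0 and 10 min; no-enzyme buffer wells were negative controls.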
BLM inh: inhibitors of human Bloom syndrome helicase BLM; P54132; recombinant BLM DNA unwinding, fluorescence dequenching; Potency, µM (doses to about 56.1 µM), inactives show at the highest dose activity change, negative = inhibition, actives largely listed as inhibitors; 0.2% of 350,000 active; AID 2528;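 further: potency means the concentration at half of the fitted maximal effect; plate controls were vehicle for no effect and no enzyme for full effect; nearly all actives have a fitted effect of over 35% in size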
Glioma ERSR ind: inducers of ER stress response in human glioma cells | U87-MG GRP78 promoter luciferase reporter, 16 h | Potency, µM, for the others: at the top dose activation, usual class: activators | 0.02% of 420,000 active; further: potency means the concentration at half of the fitted maximal effect; series mostly up to about 76 µM; % of control where 0% means no effect; nearly all actives have a fitted effect of over 35% in size
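ERSR induction read as luciferase luminescence (Bright-Glo, 10 min at room temperature) in stably transfected human U87-MG glioma cells exposed to compounds for 16 h, using GRP78 as sensor.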
Anesthetic bind: candidate novel general anesthetic via apoferritin binding. P02791. apoferritin/1-aminoanthracene competitive binding, fluorescence. 0.074% of 350,000 active. Potency, µM (series often up to 77.5 µM), for the others: at the top dose activity change, negative = displacement, usual class: inhibitors; further: potency means the concentration at half of the fitted maximal effect; on the % scale 0 is the no-effect control and ±100 the full control effect; nearly all actives have a fitted effect of over 20% in size
Target sequence (P02791 2-175 limits assumed): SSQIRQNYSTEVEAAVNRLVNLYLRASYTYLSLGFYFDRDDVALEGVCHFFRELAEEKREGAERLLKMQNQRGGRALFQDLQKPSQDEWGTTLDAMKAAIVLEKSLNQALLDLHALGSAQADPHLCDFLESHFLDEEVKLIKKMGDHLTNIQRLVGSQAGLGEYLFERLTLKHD
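Horse-spleen apoferritin (10 uM) was mixed with 50% saturated 1-aminoanthracene in PBS, exposed to compounds for 10 min at room temperature, and read for fluorescence (ex 380 nm, em 535 nm). Competitive displacement was fitted with a four-parameter Hill equation.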
LDHA block: LDHA (human) enzyme inhibition | P00338 | purified LDHA, NADH/diaphorase-resazurin fluorescence; stronger effect = lower value | activity change, % (values are at about 110 or 230 µM) | 0.15% of 480,000 active | AID 1347041; in the data active means activity change below about -30%; inconclusive means mostly about -25% to -30%;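 further: plate controls were DMSO wells for no effect and wells without enzyme for full effect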
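LDH5 2 nM; NADH 0.06 mM, pyruvate 0.2 mM; 200 mM Tris pH 7.4, EDTA, Tween-20; 5 min RT. Detection: diaphorase 0.133 mg/mL + resazurin 37 µM, fluorescence ex540/em590 at 0 and 20 min; normalized to enzyme-free and DMSO wells.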
The depositor's hits bear a star; ? = inconclusive; . = not tested or not shown; [ ] = another dose, or the depositor's remark. Unless noted, the call rests on the fitted dose curve; in most records, active means well fitted curve in the direction sought with a large enough effect; inconclusive means small, poorly fitted or top-dose-only effect, or another doubt; inactive means no such curve, though single readings can be large; an effect the other way counts as inactive or inconclusive. A portion of the library, so the mix of outcomes need not match the whole.

cpd	compound	Glioma ERSR ind	Pol beta inh	Pol eta inh	POLK inh	Anesthetic bind
1	COCCn1nnnc1C(c1ccc(C(F)(F)F)cc1)N1CCOCC1 (centres undefined)	-3%	18%	-7%	-6%	-16%
2	CSc1ccc(-c2nc3ncccn3c2Nc2ccc(C)c(C)c2)cc1	-1%	16%	-14%	-8%	5%
3	C#CCOCCOCCOCCNc1nc(N2CCN(C(=O)[C@H](CCC(=O)O)n3cc(C(N)CO)nn3)CC2)nc(N2CCN(C(=O)[C@H](CCC(=O)O)n3cc(C(N)CC(C)C)nn3)CC2)n1 (some centres undefined)	.	-3%	.	.	38%[activator]
4	COc1ccc2c(c1)NC(c1ccc(Cl)cc1)=NC(c1cccs1)=N2	.	25%	.	2%	-5%
5	CC1CCc2c(sc(NC(=O)c3cc(-c4ccc(F)cc4)on3)c2C(N)=O)C1 (centres undefined)	-4%	2%	-17%	-3%	3%
6	CSc1ccc(C#N)cc1NC(=O)c1ccc(Cl)nc1	-1%	4%	-4%	-13%	-1%
7	CC(C)NCCCOc1ccc(C(C)(C)c2ccccc2)cc1	-5%	6%	-2%	-5%	?
8	COc1cccc(-n2c(SCC(N)=O)nc3c(oc4ccccc43)c2=O)c1	-3%	31%[activator]	-10%	8%	-14%
9	Cc1ccc(NC(=O)c2ccc3ccccc3n2)nc1	-5%	2%	0%	1%	5%
10	CC(=O)Nc1ccc(NC(=O)/C(=C/c2ccco2)NC(=O)c2ccccc2)cc1	-3%	15%	-19%	0%	-7%
11	COC(=O)c1ccccc1C(=O)N1CCOCCN(C(=O)c2ccccc2C(=O)OC)CCOCC1	-3%	1%	-5%	12%	2%
12	CC(OC(=O)CSc1ccc([N+](=O)[O-])cc1)C(=O)NCc1ccccc1 (centres undefined)	-4%	.	-13%	3%	.

cpd	BLM inh	LDHA block	APEX1 inh	Pol iota inh
1	0%	-9	-2%	17%
2	-13%	-4	.	1%
3	-7%	.	?	.
4	-8%	-2	.	3%
5	0%	-15	.	6%
6	-9%	-6	4%	64%[activator]
7	-2%	-32*	-1%	10%
8	-1%	-7	.	28%
9	-6%	-3	0%	28%
10	-3%	-13	-3%	102%[activator]
11	4%	-7	30%	16%
12	.	3	56%[activator]	?

(listing goes on)
cpd	compound	Glioma ERSR ind	Pol beta inh	Pol eta inh	POLK inh	Anesthetic bind
13	CC(C)c1ccccc1OCC(=O)Nc1ccccc1C(=O)N1CCOCC1	-3%	78%	-14%	-7%	-8%
14	Cn1c(=O)c2c(nc(NCc3ccccc3)n2Cc2ccc(F)cc2)n(C)c1=O	.	5%	.	.	25%
15	COc1ccc([N+](=O)[O-])cc1NC(=O)CCCOc1ccccc1	-4%	30%	-8%	-3%	-13%
16	O=C(CN(CC1CCCO1)C(=O)CNS(=O)(=O)c1ccc(F)cc1)NCc1ccccc1 (centres undefined)	-2%	-23%	-4%	5%	-1%
17	O=C(CCc1nc2ccccc2c(=O)[nH]1)N1CCN(C/C=C/c2ccccc2)CC1	-6%	-6%	10%	-3%	-4%
18	O=C(NCC1CCCO1)c1csc2c1CCCC2 (centres undefined)	-2%	15%	-6%	2%	-14%
19	O=C1Cc2cc(S(=O)(=O)Nc3cccc([N+](=O)[O-])c3)cc3c2N1CCC3	1%	2%	-19%	-11%	?
20	COC(=O)c1cccc(-n2sc3ccccc3c2=O)c1	-9%	.	0%	-5%	.
21	COc1ccc2cc(C(=O)Nc3ccccc3)sc(=O)c2c1OC	5%	22µM*	?	?	2%
22	CNc1ccc(OC(F)F)cc1C(=O)c1ccccc1	1%	4%	-11%	-7%	-23%
23	Cc1cc(Br)c(NC(=O)COC(=O)CSc2nnc(-c3ccc(Cl)cc3)o2)c(Br)c1	-5%	-6%	-20%	-3%	6%
24	c1ccc2c(-c3cn4ccccc4n3)c[nH]c2c1	.	37%[activator]	.	.	-2%

cpd	BLM inh	LDHA block	APEX1 inh	Pol iota inh
13	-4%	5	-3%	5%
14	1%	.	0%	.
15	5%	-1	8%	1%
16	0%	-10	55%[activator]	0%
17	2%	1	-6%	8%
18	-4%	2	15%	31%[activator]
19	-4%	-2	63%	-12%
20	.	?	15%	?
21	-10%	-1	1%	18%
22	-7%	4	-3%	42%[activator]
23	1%	-7	2%	9%
24	-25%	.	12%	.

The last four compounds of the section above are carried over, then new ones follow.
cpd	compound	Glioma ERSR ind	Pol beta inh	Pol eta inh	POLK inh	Anesthetic bind
21	COc1ccc2cc(C(=O)Nc3ccccc3)sc(=O)c2c1OC	5%	22µM*	?	?	2%
22	CNc1ccc(OC(F)F)cc1C(=O)c1ccccc1	1%	4%	-11%	-7%	-23%
23	Cc1cc(Br)c(NC(=O)COC(=O)CSc2nnc(-c3ccc(Cl)cc3)o2)c(Br)c1	-5%	-6%	-20%	-3%	6%
24	c1ccc2c(-c3cn4ccccc4n3)c[nH]c2c1	.	37%[activator]	.	.	-2%
25	Cc1ccc(S(=O)(=O)NCC(=O)N2CCN(S(=O)(=O)c3ccc(Cl)cc3)CC2)cc1C	-5%	.	-27%	-9%	.
26	COc1ccc(C(C#N)(CCC#N)CCC#N)cc1OC	-3%	31%	-13%	0%	5%
27	Cc1ccc(NC(=O)c2cc(NC(=O)C3CC=CCC3C(=O)O)ccc2N2CCOCC2)cc1Cl (centres undefined)	-5%	-16%	-3%	-7%	-14%
28	CC(=O)Nc1ccc(NC(=O)[C@@H]2CCCC[C@@H]2C(=O)O)cc1	-4%	40%	-14%	-5%	-6%
29	O=C(c1cc(=O)[nH]c2ccccc12)N1CCN(S(=O)(=O)c2ccc3ccccc3c2)CC1	-7%	22%	0%	-5%	-19%
30	Cn1c(Cc2ccccc2)nnc1SCc1ccc(C(=O)O)cc1	-2%	28%	-8%	0%	1%
31	CCOc1cccc(OCCOc2ccccc2[N+](=O)[O-])c1	1%	-6%	-11%	-6%	-18%
32	Cc1cc(C)cc(N=c2c([N+](=O)[O-])nn(-c3ccc4c(c3)OCCO4)n2O)c1	-5%	-2%	-10%	1%	-20%
33	COc1ccc(/C=C/C(=O)OCc2cc(=O)n3c(n2)sc2ccccc23)cc1	-3%	?	-2%	-11%	-12%
34	CC(C)c1ccc(NC(=O)CSc2nc3ncccc3[nH]2)cc1	1%	-15%	-8%	8%	?
35	CCc1ccc2oc(C(=O)Nc3ccccc3C(=O)OC)cc(=O)c2c1	-2%	2%	-12%	-13%	-13%
36	Cc1cc(C)cc(OCC(=O)NCC(c2ccc(Cl)cc2)N2CCCCC2)c1 (centres undefined)	-1%	?	-28%	-11%	1%

cpd	BLM inh	LDHA block	APEX1 inh	Pol iota inh
21	-10%	-1	1%	18%
22	-7%	4	-3%	42%[activator]
23	1%	-7	2%	9%
24	-25%	.	12%	.
25	.	-6	-11%	30%[activator]
26	0%	-1	-2%	-9%
27	1%	-3	?	5%
28	-4%	0	0%	-23%
29	3%	-3	-7%	?
30	-9%	0	-2%	2%
31	-11%	-5	-5%	.
32	-10%	3	-4%	31%[activator]
33	-2%	-5	-4%	71%[activator]
34	-5%	?	-17%	39%
35	-2%	2	.	-10%
36	-7%	5	.	21%

Profiles, quoted from the list. Order of screens: Glioma ERSR ind	Pol beta inh	Pol eta inh	POLK inh	Anesthetic bind	BLM inh	LDHA block	APEX1 inh	Pol iota inh
Cc1cc(C)cc(OCC(=O)NCC(c2ccc(Cl)cc2)N2CCCCC2)c1 (centres undefined) reads -1%	?	-28%	-11%	1%	-7%	5	.	21%
COc1ccc(/C=C/C(=O)OCc2cc(=O)n3c(n2)sc2ccccc23)cc1 reads -3%	?	-2%	-11%	-12%	-2%	-5	-4%	71%[activator]

(cont.)
cpd	compound	Glioma ERSR ind	Pol beta inh	Pol eta inh	POLK inh	Anesthetic bind
37	Cc1ccccc1OCCSc1nnc(-c2cccs2)o1	2%	0%	-22%	2%	-4%
38	COC(C[C@H]1O[C@H]1C(=O)COCc1ccccc1)OC	-1%	1%	-7%	-31%	-7%
39	CCOc1ccccc1NC(=O)c1ccccc1NC(=O)c1ccco1	-4%	0%	-19%	8%	-1%
40	COc1cccc(-n2ccnc2SCC(=O)Nc2ccc(Cl)c(Cl)c2)c1	-4%	25%	-9%	-2%[60.1 µM]	-8%
41	COc1cccc(NC(=O)Cn2c(=O)n(-c3ccccc3)c(=O)c3c2c2cc(OC)ccc2n3C)c1	-2%	-5%	-4%	-11%	43%[activator]
42	COc1ccc(C)cc1NC(=O)CSc1nc(SC)ns1	0%	11%	?	-6%	2%
43	COc1ccc(CC(=O)c2ccc(OC)c(OC)c2)cc1	-4%	-17%	-26%	-28%	-7%
44	Cc1ccc(OCC(=O)c2cc(C)n(C3CC3)c2C)c([N+](=O)[O-])n1	2%	-16%	-25%	-25%	-12%
45	COCc1cc(=O)[nH]c(SCC(=O)Nc2ccccc2)n1	-5%	23%	11%	-7%	-17%
46	Cc1cc(OCC(=O)NCCN2CCOCC2)cc(C)c1Cl	-3%	12%	-1%	-7%	-10%
47	COc1ccc(S(=O)(=O)N2CCOCC2)cc1	-3%	.	.	6%	.
48	O=C(CCl)Nc1cc(S(=O)(=O)N2CCCCCC2)ccc1Cl	-10%	2%	0%	-9%	-5%
49	O=C(c1ccco1)N1CCN(S(=O)(=O)c2ccccc2[N+](=O)[O-])CC1	-4%	-8%	-5%	-8%	-10%
50	CCOC(=O)C1=C(COC(=O)c2ccc(C)s2)NC(=O)NC1C (centres undefined)	-1%	.	5%	4%	.

cpd	BLM inh	LDHA block	APEX1 inh	Pol iota inh
37	0%	0	.	13%
38	-1%	-4	1%	-7%
39	-6%	-9	-15%	43%[activator]
40	-6%	-8	.	-7%
41	-6%	2	.	6%
42	-4%	3	-2%	-3%
43	3%	-7	2%	?
44	-2%	5	4%	18%
45	-1%	-8	-2%	17%
46	-2%	-6	21%	24%
47	.	1	.	3%
48	-5%	-4	-1%	-10%
49	-1%	-11	4%	92%[activator]
50	.	-7	2%	32%[activator]

From PubChem BioAssay
